High-throughput results from PubChem.
N370S GC: inhibits or activates N370S mutant glucocerebrosidase; N370S GC spleen homogenate, 4MU-glucoside fluorescence; Potency, µM (series often up to 59.4 µM), for the others: top-dose activity change, negative = inhibition, most hits filed as inhibitors; 330,000 tested, 0.092% active; AID 2101;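 note: 0% = full enzyme activity and -100% = no enzyme basal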
KAT2A inh: GCN5L2 (KAT2A) acetyltransferase inhibition | GCN5L2 HAT assay, ThioGlo1 CoA-SH fluorescence | Potency, µM (top dose mostly 58.9 µM), for the others: at the top dose activity change, negative = inhibition, hits mostly inhibitors | 390,000 tested, 0.21% active | AID 504327 | Q92830
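GCN5L2 (20 nM) in 50mM HEPES pH 7.5, 0.1mM EDTA, 0.01% Tween-20 preincubated 15 min with compounds at room temperature. Reaction started with H3(1-25) 75uM, acetyl-CoA 70uM, ThioGlo1 50uM; CoA-thiol fluorescence (Ex340/Em540) read at 0 and 20 min.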
FEN1 inh: inhibitors of human flap endonuclease 1; P39748; Recombinant FEN1 flap cleavage, fluorescence, 15 min; Potency, µM (titrated, usually from 114 µM), for inactives: at the highest dose activity change, negative = inhibition, actives largely listed as inhibitors; 390,000 tested, 0.35% active; note: nearly all actives have a fitted effect of over 65% in size
Target sequence (P39748 whole entry, looked up): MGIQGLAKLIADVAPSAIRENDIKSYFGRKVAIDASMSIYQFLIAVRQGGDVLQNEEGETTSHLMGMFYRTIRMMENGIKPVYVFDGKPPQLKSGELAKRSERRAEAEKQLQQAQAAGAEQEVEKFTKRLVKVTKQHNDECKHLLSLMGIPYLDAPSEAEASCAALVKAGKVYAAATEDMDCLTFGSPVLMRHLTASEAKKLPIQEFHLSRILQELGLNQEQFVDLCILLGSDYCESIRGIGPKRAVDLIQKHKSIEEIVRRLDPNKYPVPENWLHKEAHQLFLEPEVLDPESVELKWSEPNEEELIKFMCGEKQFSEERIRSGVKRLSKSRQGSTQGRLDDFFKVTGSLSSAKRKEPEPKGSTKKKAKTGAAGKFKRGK
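Nuclease activity of 10 nM FEN1 was measured after 15 min of room-temperature exposure to titrated compounds, by adding 50 nM flap substrate and reading plates at 0 and 15 min.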
Active calls of the source: *; ? = inconclusive; . = not tested or not shown; & = joins results of further samples; [ ] = remark or other dose. Calls come from the whole dose curve; as a rule, active = well fitted curve in the direction sought with a large enough effect; inconclusive = small, poorly fitted or top-dose-only effect, or another doubt; inactive = no such curve, though single readings can be large; an effect the other way counts as inactive or inconclusive. Unless noted, % is set by controls: 0 for no effect and ±100 for the full control effect; potency is the fitted concentration of half-maximal effect.

SMILES	N370S GC	KAT2A inh	FEN1 inh
COC(=O)c1ccc(NC(=O)COC(=O)C2CCC2)cc1	1%	-12%	4%
COc1ccc2nc3sc(C(=O)NCCCN4CCc5ccccc5C4)cc3cc2c1	8%	-9%	?
CCNc1ncc2nc(-c3ccc(F)cc3)c(=O)n(CCC#N)c2n1	?	?	.
COc1cccc(C(=O)N2CCCN(C)CC2)c1OC	-2%	-2%	-21%
Cc1ccc2c(Cn3cc(C(F)(F)F)cc(Cl)c3=O)cc(=O)oc2c1	19%	2%	.
C/C(=N\NC(=O)Cn1nnc2ccccc21)c1ccco1	14%	-27%	15%
COC(=O)c1ccc2c(=O)n(CCCCCC(=O)NCc3ccccc3)c(=O)[nH]c2c1	15%	-10%&-1%	14%&-11%
CCOc1ccsc1C(=O)NNC(=O)c1ccco1	-5%	1%	-3%
COc1ccc(NC(=O)CCn2nc(-c3ccccc3OC)c3c(C)cc(C)nc32)cc1	.	-10%	-12%
COc1ccc(CCNC(=O)C2CCN(S(=O)(=O)c3ccc(NC(C)=O)cc3)CC2)cc1OC	0%	-3%	-13%
Cc1ccnc(NC(=O)C2CCN(S(=O)(=O)c3ccc(C)c(C)c3)CC2)c1	-1%	-6%	10%
COc1cc(NC(=O)CSc2nc3nc(C)c(Cc4ccccc4Cl)c(C)n3n2)cc(OC)c1	.	-5%	-16%
O=C(O)c1ccc(-n2cccc2)cc1O	3%	-28%	6%
Cc1cccc(-n2ccnc2CN2CCN(C(C)C)C(CCO)C2)c1 (stereo not given)	-2%	3%	-9%
CN(C)S(=O)(=O)c1cccc(C(=O)N2CCN(Cc3ccccc3)CC2)c1	11%	-4%	8%
COc1ccc(C(=O)Nc2ccc(C)cc2C(=O)c2ccccc2)c(OC)c1	4%	-10%	-8%
COc1ccc(OC)c(NS(=O)(=O)c2cc(OC)ccc2OC)c1	6%	-3%	-1%
COCCN=C1N[C@@H](c2ccc(Br)cc2)C(C(=O)OC)=C(C)N1Cc1ccccc1	-6%&-9%	3%&-2%	-12%
COC(=O)c1ccc(Cl)c(NC(=O)CSc2nnc(-c3ccncc3)o2)c1	-3%	-3%	-1%
COc1ccc(C2c3ccc4ccccc4c3Oc3ncn(CCCN(C)C)c(=N)c32)cc1 (stereo not given)	?	0%	-20%
COc1ccc(CC(=O)NCc2ccc3c(c2)OCO3)cc1	18%	-2%	-5%
COc1ccc(/C=C/C(=O)OC(C)C(=O)c2ccccc2)cc1OC (stereo not given)	1%	-4%	-6%
COc1ccc(-c2noc(CCC(=O)NCCCN3CCN(c4ccc(F)cc4)CC3)n2)cc1	13%	0%	-6%
CCNC(=S)NNC(=O)c1cc(-c2cc(C)ccc2C)nc2ccccc12	13%	-31%	2%
Cc1c(C)c2c(OCC(=O)NCc3ccncc3)cc3c(c2oc1=O)CCC(C)(C)O3	4%	-16%	15%
(further entries)
SMILES	N370S GC	KAT2A inh	FEN1 inh
COc1cc(/C=C/c2c([N+](=O)[O-])c(=O)n(C)c(=O)n2C)cc(OC)c1OC	3%	-7%	-6%
Cc1cccc(S(=O)(=O)Nc2ccc(S(=O)(=O)Nc3nccs3)cc2)c1	.	-2%	-3%
CCC(C)(C)NC(=O)CN(C(=O)CNS(=O)(=O)c1ccc(F)cc1)c1ccc2c(c1)OCCO2	-3%	-2%	-1%
Cc1nnc(SCC(=O)NC(C)(C)C)n1NCc1c(F)cccc1Cl	22%	23%	-8%
COc1ccc(OC)c(/C=N/NC(=O)c2ccc(Cn3cc([N+](=O)[O-])cn3)o2)c1	-8%	-1%	-12%
CCC1CCCCN1C(=O)CSc1nc(C)cc(C)n1 (stereo not given)	-2%	0%	12%
O=C(CCC(=O)c1ccc(F)cc1)NN1C(=O)NC2(CCCCC2)C1=O	-3%	-5%	-4%
Cc1cccc(N(C(=O)c2ccco2)C(C(=O)NC2CCCC2)c2cccnc2)c1C (stereo not given)	-5%	-13%	16%
Cc1csc(NC(=O)c2cc3c(s2)CCCCC3)n1	6%	-12%	-17%
Nc1c(N=Nc2ccc(-c3ccc(N=Nc4cc(S(=O)(=O)O)c5ccccc5c4N)cc3)cc2)cc(S(=O)(=O)O)c2ccccc12	?	2.2µM*	.
Cc1ccc2sc(NC(=O)C3CC3)nc2c1C	1%	-5%	-9%
Cc1cccc(-n2c(O)c(C=Nc3ccccc3O)c3ccccc3c2=O)n1	-12%	-7%	?
COc1cccc(CNC(=O)Cn2ccc([N+](=O)[O-])n2)c1	3%	-21%	20%
CCOc1ccc(N2CC(NC(=O)c3ccc(Cl)cc3)CC2=O)cc1 (stereo not given)	.	1%	1%
N#C/C(=C\c1cc2c(cc1Br)OCO2)c1ccc(C(=O)O)cc1	-13%	-18%	-5%
COCc1nnc(NC(=O)CCS(=O)(=O)c2ccccc2)s1	6%	-4%	-12%
CCCCn1nc2cc(C(=O)NC[C@@H]3CCCO3)ccc2c1OCC	4%	-20%	-2%
Cc1ccc(-c2c(C(=O)N3CCN(c4cccc(C)c4C)CC3)oc(=O)c3ccccc23)cc1	.	-6%	-19%
CN(C)/C=C(\C#N)C(=O)Nc1ccc(O)cc1F	-10%	10%	-3%
COc1ccccc1N1CCN(C2CCN(S(=O)(=O)c3ccc(NC(C)=O)cc3)CC2)CC1	4%	-1%	12%
CC1SC(c2ccccc2)N(CC(O)c2ccc([N+](=O)[O-])cc2)C1=O (stereo not given)	-1%	-1%	15%
O=c1cc(C(F)(F)F)[nH]c(=S)n1-c1ccccc1	-12%	18%	-4%
Cc1cccc(OCCCC(=O)Nc2ccc(S(=O)(=O)Nc3onc(C)c3C)cc2)c1C	-5%	-17%	0%
Cc1ccc(/C=N/NC(=O)c2cc3c(ccc4ccccc43)o2)o1	-7%	-22%	-16%
C=CCNC(=S)N1CCC(C(=O)c2ccc(Cl)cc2)CC1	0%	1%	14%
Next entries
SMILES	N370S GC	KAT2A inh	FEN1 inh
Cc1cccc(NC(=O)/C(=C\c2ccc([N+](=O)[O-])o2)NC(=O)c2ccc(Cl)cc2)c1	4%	34%[activator]	3%
C/C(=N/NC(=O)CC(=O)N/N=C(\C)c1ccc([N+](=O)[O-])cc1)c1ccc([N+](=O)[O-])cc1	-5%	-15%	12%
O=C(CN1CCN(C(=O)c2ccco2)CC1)Nc1ccc(F)cc1F	-8%	0%	-6%
COc1cccc(CNC(=O)c2ccccc2N)c1	5%	-7%	-6%
CCN(Cc1ccccc1)Cc1c(O)ccc2c(=O)c(-c3ccccc3Cl)coc12	.	-8%	-5%
Cc1ccc(NC(=O)CCCC(=O)O)c(Br)c1	5%	-6%	9%
Cc1cc(C)n2nc(CC(=O)NC3CCCCCC3)nc2n1	-13%	1%	4%
Cc1cc(C)n2ncc(S(=O)(=O)c3ccccc3)c2n1	7%	-8%	-2%
Cc1ccccc1CN1CCc2c(OCC(=O)N3CCCc4ccccc43)cccc2C1=O	?	-9%	-17%
O=C(Nc1ccccc1C(F)(F)F)N1CCC(n2c(=O)[nH]c3ccccc32)CC1	-3%	-5%	8%
CCN1C2=C(C(=O)CCC2)C(c2ccc(O)c(Br)c2)C2=C1CCCC2=O	-26%	1%	-3%
Cc1cc(Nc2ccc(Cl)cc2)n2cnnc2n1	.	-1%	-11%
O=C(CCN1CCCCCC1)c1ccccc1	0%	1%	6%
CCOP(=O)(NC12CC3CC(CC(C3)C1)C2)NC12CC3CC(CC(C3)C1)C2	4%	-1%	4%
O=C(NCC(c1ccco1)N1CCOCC1)c1ccc(Cl)cc1 (stereo not given)	-10%	-6%	1%
CC(C)[C@@H]1CC[C@@H](C)c2c(-c3ccccc3)n[nH]c21	2%	-7%	-13%
CCOc1ccccc1NC(=O)C(OC(=O)c1ccccc1O)c1ccccc1 (stereo not given)	24%	14%	-5%
CCCOC(=O)c1ccc(NC(=O)CCOc2ccccc2)cc1	11%	-5%	-1%
O=C(O)CSc1cc(C(=O)c2ccccc2O)cn2c(=O)c3c4c(sc3nc12)CCCC4	-10%	-5%	?
O=C1CC(/C=C/c2ccccn2)=Nc2ccccc2N1	-6%	-6%	0%
COc1ccc(C)cc1NC(=O)C1COc2ccccc2C1 (stereo not given)	.	-2%	7%
COc1ccccc1CNC(=O)Cn1cc2c(n1)-c1c(oc(C(=O)N3CCOCC3)c1C)CC2	.	1%	-5%
C/C(CC(=O)N1CCN(C=O)CC1)=N\NC(=O)c1cc2ccccc2cc1O	?	-3%	-2%
CC1Cc2ccccc2N1C(=O)CSc1nc(N)cc(=O)[nH]1 (stereo not given)	28%	-2%	.
Cc1cc(C)n(CC(=O)N2CCc3ccccc32)c(=O)c1C#N	-3%	-1%	7%
(cont.)
SMILES	N370S GC	KAT2A inh	FEN1 inh
CCc1ccc(NC(=S)N(Cc2cccc(Br)c2)CC2CCC(C(=O)O)CC2)cc1 (stereo not given)	14%	0%	10%
Cc1ccc(/C=C2\NC(=S)NC2=O)cc1[N+](=O)[O-]	0%	-2%	2%
CCN(Cc1ccncc1)C(=O)c1ccccc1NS(=O)(=O)c1ccc(F)cc1	-2%	-1%	5%
COC(=O)C(C)Oc1cc(OC(C)C(=O)OC)c2c(C)c(Cl)c(=O)oc2c1 (stereo not given)	?	-6%	-4%
COc1cc(C(=O)N/N=C/c2cn(Cc3ccccc3)c3ccccc23)ccc1O	0%	-16%	-17%
CC(C)CCN(C(=O)c1cc(=O)[nH]c2ccccc12)c1c(N)n(Cc2ccccc2)c(=O)[nH]c1=O	.	1%	-7%
Nc1nc2ccccc2nc1N	1%	-26%	-6%
CCOc1ccc(-c2nn[nH]n2)cc1	-12%	-8%	6%
CC1CC(=O)N(CC(=O)Nc2cccc(F)c2)c2ccccc2S1(=O)=O (stereo not given)	?	-3%	6%
O=C(/C=C/c1cc([N+](=O)[O-])ccc1OC(F)F)Nc1cccc([N+](=O)[O-])c1	5%	2%	-12%
CCCOc1ccc(-c2nn(-c3ccccc3)cc2/C=C2\SC(=S)N(C3CCS(=O)(=O)C3)C2=O)cc1 (stereo not given)	19%	1%	-3%
COc1ccccc1CNC(=O)c1cc2cc(C)ccc2n1C	.	-2%	16%
COCCn1c(-c2ccccc2F)n[nH]c1=S	3%	3%	-4%
O=C(O)c1ccc(-n2cccc2/C=C2/NC(=O)N(c3ccccc3)C2=O)cc1	-4%	?	?
COCCNc1ccc(-c2nc(-c3ccncc3)no2)cc1[N+](=O)[O-]	.	-4%	-8%
Cc1ccccc1NS(=O)(=O)c1cc(C(=O)N2CCCC2)ccc1Cl	-8%	-30%	-1%
CCc1ccccc1NC(=O)CC(NCc1ccccc1)C(=O)O (stereo not given)	-16%	2%	-1%
Cc1ccc(C(=O)N2C(=O)C(c3ccccc3)Oc3ccccc32)cc1 (stereo not given)	21%	-8%	9%
CC(C)C(=O)N1CCN(c2ccc(NC(=O)c3ccc4c(c3)OCCO4)cc2)CC1	-4%	-12%	-2%
Cc1ccc2oc3c(c(=O)c2c1)C(c1cccc(O)c1)N(c1ccccn1)C3=O (stereo not given)	?	2%	-11%
Cc1nc(Nc2ccc(Cl)cc2Cl)sc1C(=O)Nc1ccccc1	?	-9%	-8%
Cc1ccccc1Cn1nc(C)c(NC(=O)C2(C)CC2(Cl)Cl)c1C (stereo not given)	-4%	2%	1%
O=C(Cn1cc(C(F)(F)F)ccc1=O)OCC(=O)c1ccc[nH]1	.	0%	0%
CCOc1ccc(CNS(=O)(=O)c2ccc(-c3coc(C)n3)cc2)cc1OC	.	-7%	13%
COC(=O)c1cc2sccc2n1Cc1c(C)cc(C)cc1C	.	-10%	-1%
CCOc1ccc(/C=N/Nc2ccc(C(F)(F)F)cc2[N+](=O)[O-])cc1O	-3%	-3%	-10%
Cc1cc(C)c(S(=O)(=O)c2cccc(Cl)c2)c(Cl)n1	11%	-12%	-1%

Filtered by structure, the compounds so far with a cyano group.
SMILES	N370S GC	KAT2A inh	FEN1 inh
CCNc1ncc2nc(-c3ccc(F)cc3)c(=O)n(CCC#N)c2n1	?	?	.
N#C/C(=C\c1cc2c(cc1Br)OCO2)c1ccc(C(=O)O)cc1	-13%	-18%	-5%
CN(C)/C=C(\C#N)C(=O)Nc1ccc(O)cc1F	-10%	10%	-3%
Cc1cc(C)n(CC(=O)N2CCc3ccccc32)c(=O)c1C#N	-3%	-1%	7%

Among those listed so far, 6 contain two or more sulfur atoms:
SMILES	N370S GC	KAT2A inh	FEN1 inh
Cc1cccc(S(=O)(=O)Nc2ccc(S(=O)(=O)Nc3nccs3)cc2)c1	.	-2%	-3%
Cc1csc(NC(=O)c2cc3c(s2)CCCCC3)n1	6%	-12%	-17%
Nc1c(N=Nc2ccc(-c3ccc(N=Nc4cc(S(=O)(=O)O)c5ccccc5c4N)cc3)cc2)cc(S(=O)(=O)O)c2ccccc12	?	2.2µM*	.
COCc1nnc(NC(=O)CCS(=O)(=O)c2ccccc2)s1	6%	-4%	-12%
O=C(O)CSc1cc(C(=O)c2ccccc2O)cn2c(=O)c3c4c(sc3nc12)CCCC4	-10%	-5%	?
CCCOc1ccc(-c2nn(-c3ccccc3)cc2/C=C2\SC(=S)N(C3CCS(=O)(=O)C3)C2=O)cc1 (stereo not given)	19%	1%	-3%

Only part of the results is shown; count on the stated rates, not on these rows.
